GSK3 alpha inh – human GSK-3 alpha kinase inhibition. 320,000 tested, 0.1% active. ADP-Glo luminescence, 60 min. inhibition, % at 10 µM. AID 2650;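 in the data active = inhibition above about 50%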;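 also: GST-tagged GSK-3 alpha with peptide substrate and 25 µM ATP; 0% = DMSO neutral wells and 100% = GW8510 positive control wells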
Target sequence (P49840 whole entry, looked up): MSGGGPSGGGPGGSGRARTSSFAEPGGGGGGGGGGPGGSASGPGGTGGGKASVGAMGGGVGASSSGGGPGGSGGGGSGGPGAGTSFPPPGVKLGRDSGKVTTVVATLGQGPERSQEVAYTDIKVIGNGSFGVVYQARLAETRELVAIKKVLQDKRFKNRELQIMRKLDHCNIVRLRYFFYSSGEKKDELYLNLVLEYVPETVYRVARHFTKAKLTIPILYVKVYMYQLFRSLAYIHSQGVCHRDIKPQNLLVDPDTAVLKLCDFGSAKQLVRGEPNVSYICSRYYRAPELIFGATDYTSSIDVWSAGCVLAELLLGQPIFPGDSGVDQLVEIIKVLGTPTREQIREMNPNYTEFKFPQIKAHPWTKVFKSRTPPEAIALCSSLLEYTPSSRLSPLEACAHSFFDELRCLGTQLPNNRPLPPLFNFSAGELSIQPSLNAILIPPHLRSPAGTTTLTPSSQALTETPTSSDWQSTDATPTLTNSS
GSK3B inh – human GSK3beta kinase inhibition; P49841; GST-GSK3beta kinase, ADP-Glo luminescence, 60 min; hits give low values; activity score (negative = inhibition), % at 10 µM; 300,000 tested, 0.038% active; AID 2097;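 active = more than half of replicate wells score below -50%, meaning over 50% inhibition versus plate controls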;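 also: 0% = median DMSO wells and -100% = median GW8510 positive control wells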
Target sequence (P49841 whole entry, looked up): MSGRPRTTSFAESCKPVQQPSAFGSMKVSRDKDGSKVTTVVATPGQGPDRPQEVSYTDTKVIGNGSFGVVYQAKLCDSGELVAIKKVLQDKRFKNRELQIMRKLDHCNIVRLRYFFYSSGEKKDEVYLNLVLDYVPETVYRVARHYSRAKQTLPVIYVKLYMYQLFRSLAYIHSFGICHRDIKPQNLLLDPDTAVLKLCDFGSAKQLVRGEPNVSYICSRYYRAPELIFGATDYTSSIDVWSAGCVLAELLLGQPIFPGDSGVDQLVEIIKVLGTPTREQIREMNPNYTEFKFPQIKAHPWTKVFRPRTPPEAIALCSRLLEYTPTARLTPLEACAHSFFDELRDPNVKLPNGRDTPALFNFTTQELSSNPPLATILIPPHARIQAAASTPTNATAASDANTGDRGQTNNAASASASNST
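Test system – GST-tagged human GSK3beta kinase, cell-free · Incubation – 60 min enzyme reaction, room temperature · Signal – ADP-Glo luminescence · Also added – peptide substrate and ATP at 25 µM · Controls – DMSO neutral wells and GW8510 at 20 µM as positive · Buffer or medium – Tris/MgCl2 kinase buffer · Measure – Luminescence-derived activity versus plate DMSO and GW8510 wells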
AI-2 QS modul – Vibrio harveyi AI-2 quorum sensing modulation; Vibrio harveyi JMH597 AI-2 luminescence/OD600 ratio, 9 h; hits give low values; strain lacks LuxN and CqsS sensors; 0 = neutral-control median; activity change, % at 7.5 µM; 300,000 tested, 0.4% active; AID 2094; in the data active = activity change below about -75%, passing the limit was not always enough;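 also: luminescence divided by OD600 gain over 9 h not by final OD600 alone; inactives centre near 13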
IEC-6 tox – counter-screen for KLF5 inhibitors: cytotoxicity in IEC-6 cells; IEC-6 cytotoxicity, luminescence viability; inhibition, % at 5 µM; AID 1825; 290,000 tested, 0.78% active; in the data active = inhibition above about 22%;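 also: 0% = plate median of test compound wells and 100% = cytotoxic reference compound wells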
HSP90 inh – inhibitors of HSP90 luciferase refolding in rabbit reticulocyte lysate; luciferase refolding luminescence, 3 h; inhibition, % at 5.6 µM; 290,000 tested, 0.91% active;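 active = inhibition above the screen-wide mean plus 3 SD, computed separately per campaign, cut at about 16% in these data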;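 also: 0% = DMSO wells and 100% = 60 µM geldanamycin wells; inhibitors lower the luminescence because luciferase stays unfolded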
PolyA inhibitor – yeast polyadenylation inhibition | S. cerevisiae SKY197-pL101 polyadenylation reporter, beta-gal luminescence; efflux-impaired pdr1/pdr3 knockout yeast; score 100 = 6 SD above DMSO | calls only at 12 µM | 300,000 tested, 0.02% active | AID 1875;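 active = lowest replicate activity score at least 50, where 100 means six control SD above control mean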;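 also: yeast exposed to compound for 9 h at 30 °C; higher score means more reporter readthrough which indicates perturbed polyadenylation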
HSF1 activator – increases HSF-1 driven luciferase reporter signal. NIH3T3-HGL HSF-1 luciferase reporter, MG132, 8 h; 100% = twice DMSO control signal. activation, % at 9 µM. 300,000 tested, 1.7% active. AID 504408;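 active = mean replicate activation of at least 50% with a set share of replicates each reaching 50%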;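 also: 0% = median of the neutral control wells and 100% = twice that signal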
HSF1 inhib – HSF1 inhibition; NIH3T3-HGL HSE-luciferase, MG132-induced, luminescence 8 h; hits give low values; activity change, negative = inhibition, % at 7.5 µM (by protocol); 300,000 tested, 0.77% active; AID 2098;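 active = more than half of replicate wells show activity change below -50%, luminescence cut by over half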;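 also: luciferase reports HSF-1 transcriptional activity via heat shock element; 0% = median of DMSO wells and -100% = zero luminescence signal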
aSyn UTR inh – MLPCN primary screen, SNCA 5' untranslated region. AID 1813. 300,000 tested, 0.82% active. inhibition, % (tested at 7.5 µM). alpha-synuclein 5'UTR reporter, inhibitor activity; in the data active = inhibition above about 60%;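 also: H4 neuroglioblastoma cells stably carrying SNCA 5'UTR luciferase fusion; 0% = DMSO wells and 100% = positive control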
KLF5 inhibitor – inhibitors of KLF5 expression | DLD-1 KLF5 promoter-luciferase reporter, luminescence | inhibition, % at 5 µM | 290,000 tested, 0.23% active;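 active = inhibition above a per-plate limit of that plate's mean compound inhibition plus 3 SD, cut at about 60% in these data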;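 also: 0% = DMSO wells and 100% = LY294002 at 200 µM; higher means less KLF5 promoter-driven luciferase light; inactives centre near -14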
* marks the source's active call; other numbers are inactive results; i = inactive; · = no result given; & = joins results of further samples. Some of the compounds tested; rates above refer to the full screens.

Every second line gives: GSK3 alpha inh	GSK3B inh	AI-2 QS modul	IEC-6 tox	HSP90 inh	PolyA inhibitor	HSF1 activator	HSF1 inhib	aSyn UTR inh	KLF5 inhibitor
> CCNc1ccc(S(=O)(=O)N(C)C)cc1NCC(=O)Nc1c(F)cccc1F
 : ·	-1	34	-5	-1	i	8	3	13	9
> OC(CCc1cccc(Cl)c1)c1cccs1 (stereo unspecified)
 : -1	1	-6	-2	2	i	43	26	-32	-66
> Cc1ccccc1C(=O)Oc1cccc2c(O)cccc12
 : -4	0	5	1	-4	i	11	2	-25	-12
> CC1CCN(c2c(NCC3CCC(C(=O)NCc4ccccc4Cl)CC3)c(=O)c2=O)CC1 (stereo unspecified)
 : 0	0	19	1	-3	i	12	3	20	-13
> O=C(O)CN1C(=O)C(=O)N(Cc2ccc(Cl)cc2Cl)C1=O
 : -3	1	10	-1	6	i	-11	-5	-18	-8
> CCOC(=O)CCc1c(C)nc2cc(C3CCCN(C(=O)OC(C)(C)C)C3)[nH]n2c1=O (stereo unspecified)
 : -4	·	·	-4	-1	·	·	·	·	9
> C=CCn1c(C(C)NC(=O)c2ccccc2)n[nH]c1=S (stereo unspecified)
 : 1	2	30	-5	0	i	2	-6	-3	-10
> O=C(NC(=S)Nn1cnnc1)c1cccc(Br)c1
 : -3	3	-8	12	7	i	3	1	7	-19
> O=S(=O)(NCc1csc(-c2cccs2)n1)c1ccc(Cl)cc1
 : -9	-5	16	11	3	i	10	1	6	14
> Cc1cc(NC(=O)c2c(F)cccc2F)n(-c2nc3ccccc3[nH]2)n1
 : 0	-1	41	0	0	i	-3	-3	34	-3
> Cc1ccc(C)n1NC(=O)c1cccc(Cl)c1
 : -2	-1	11	-2	-4	i	3	-1	11	-34
> CSc1ccc(CN(C)C(=O)CNC(=O)CNS(=O)(=O)c2ccc(C)c(C)c2)cc1
 : -1	·	·	6	2	i	3	-1	31	-20
> O=C1c2ccccc2C(=O)N1CCc1nc2ccccc2c(=O)n1-c1ccccn1
 : 0	-1	1	6	1	i	19	3	12	-9
> COC(=O)[C@@H](Cc1c[nH]c2ccccc12)NC(=O)CCC(=O)c1ccc(Br)cc1
 : -2	4	4	6	2	i	-9	0	-2	-30
> CC(=O)NC12CC3CC(C1)CC(C(=O)N(C)CC(=O)Nc1ccccc1Cl)(C3)C2
 : -1	3	10	·	·	i	10	3	6	·
> NC(=O)[C@@H]1CC2(CC(c3cccc(NC(=O)CC(c4ccccc4)c4ccccc4)c3)=NO2)CN1C(=O)[C@@H]1CCC(=O)N1 (stereo partly specified)
 : -4	0	10	·	·	i	8	-4	21	·
> O=C(NNc1cc(Cl)ccc1Cl)c1c(F)cccc1Cl
 : -1	1	-6	1	12	i	-7	-3	13	10
> O=C(O)c1cc(-c2ccccc2)nc2ccccc12
 : 0	-3	18&27	-2	5	i	1	-7	-2	-14
> CCn1cc(/C=C(\NC(=O)c2ccccc2F)C(=O)NCCN2CCOCC2)c2ccccc21
 : 1	-4	-13	4	-4	i	9	-1	-17	-27
> Cc1ccc(-n2nnnc2CNC(=O)c2ccc(Br)o2)cc1C
 : 1	0	8	1	0	i	-8	-1	-10	-29
> CCCNC(=O)CS(=O)(=O)c1ccccc1
 : -2	0	19	4	1	i	16	9	26	-4
> Cc1ccc(S(=O)(=O)N(C)C)cc1NC(=O)COC(=O)c1ccc2c(=O)n3c(nc2c1)CCC3
 : -2	2	12	·	·	i	-2	-1	-2	·
> COC(=O)c1nnn(CC(=O)NC(=O)Nc2ccccc2)c1C(=O)OC
 : 2	-1	-12	-5	-4	i	-7	-5	-11	-5
> O=c1oc(-c2cccc(C(F)(F)F)c2)nn1-c1ccc(C(F)(F)F)cn1
 : -5	-6	16	-2	2	i	-3	-5	13	-27
> COc1cc(C(=O)NCC(=O)N/N=C/c2ccc(-c3ccc([N+](=O)[O-])cc3)o2)cc(OC)c1OC
 : -1	0	15	5	-5	i	6	2	40	6
> COc1cccc(NC(=O)Nc2ccc3nc(C)c(C)nc3c2)c1
 : -2	·	·	-1	-2	i	12	-1	-60	-55
> CCc1ccc(N2CCN(C(=O)c3ccc(OC)c(OC)c3)CC2)cc1
 : ·	4	23	-3	-5	i	7	-2	-26	-26
> COC(=O)CSc1nnc(Cc2cc(=O)[nH]c(=O)[nH]2)n1-c1cccc(OC)c1
 : 2	1	13	1	-3	i	-2	-10	-1	-8
> Cc1c(N(C)S(=O)(=O)c2cccc(C(=O)NC(C)C)c2)c(=O)n(-c2ccccc2)n1C
 : 1	1	9	1	0	i	62*	23	8	2
> COC(=O)c1cc(Br)c(=O)n(Cc2ccc(OC)c(OC)c2)c1
 : -1	3	13	-1	2	i	-4	0	1	-14
> COc1ccc(N=C2SC(C(=O)Nc3ccc4c(c3)OCO4)CC(=O)N2C)cc1 (stereo unspecified)
 : -1	4	14	3	1	i	7	-3	-2	-8
> Cc1cccc(OCCCC(=O)Nc2ccc3c(c2)OCO3)c1
 : -3	-5	17	4	2	i	-6	0	-15	-11
> O=c1oc2ccccc2c2nccnc12
 : -4	-1	7	-3	-5	i	-12	-5	-1	17
> Cc1ccc(NC(=O)C2CCCN2C(=O)Oc2ccccc2)cc1C (stereo unspecified)
 : 1	4	11	4	0	i	3	-11	4	-19
> C[C@H](NC(=O)c1nc[nH]c1C(=O)N1CCNCC1)C(=O)OC(C)(C)C
 : -1	-1	6	·	·	i	-21	-7	14	·
> CCCCn1c(SCC(=O)N2CCc3ccccc32)nnc1-c1ccncc1
 : -1	0	18	6	10	i	8	-3	30	-8
> COC(=O)CN1C(=S)N(c2ccc(OC)cc2)C(=O)C1CC(=O)Nc1ccc(F)cc1 (stereo unspecified)
 : -9	1	-8	-4	-6	i	6	-3	-27	-5
> CCN(CC(=O)N1CCCCC1)S(=O)(=O)c1ccccc1
 : 3	1	-3	-4	-1	i	2	1	-6	4
> CCC1(CC)C(=O)NC(=O)NC1=Nc1cccc(OC)c1
 : 2	3	-1	-5	-2	i	-6	-10	1	-15
> COc1ccc(-c2cc(C(=O)N/N=C(\C)c3cccnc3)c3ccccc3n2)c(OC)c1
 : -1	2	-1	1	4	i	3	-2	4	-5
> O=C(OCc1cccc([N+](=O)[O-])c1)c1cnccn1
 : 0	-1	22	1	-1	i	-2	0	1	-1
> CCC(NC(=S)Nc1ccccc1)C(=O)O (stereo unspecified)
 : 1	-5	20	-3	0	i	2	-5	18	-30
> Cc1cc(NC(=O)CSc2cn(CCNC(=O)c3ccccc3)c3ccccc23)no1
 : 0	0	27	-9	7	i	-12	0	-10	-12
> CCOC(=O)N1CCC(NS(=O)(=O)c2ccc3c(c2)CCN3C(C)=O)CC1
 : 2	2	15	0	-1	i	6	-8	-10	-11
> Cc1cc(C)c2cc(C#N)c(NCCOC(=O)c3ccccc3C)nc2c1
 : -4	2	6	-4	-3	i	39	18	13	17
> O=C(c1cc2cc(Br)ccc2[nH]1)N1CCc2ccccc21
 : 0	1	7	7	2	i	14	2	-76	-96
> Cc1cccc(-n2ncc3c(NNC(=O)c4ccco4)ncnc32)c1
 : -3	0	26	-7	-2	i	15	-1	-133	-30
> CCC(C)N(CC(=O)NCc1ccc(OC)cc1)C(=O)c1csnn1 (stereo unspecified)
 : -1	0	-1	-1	-1	i	16	-2	-1	-3
> CCOc1ccc(C2C(C#N)=C(N)Oc3n[nH]c(C)c32)cc1OC(=O)C1CC1 (stereo unspecified)
 : 0	0	20	1	7	i	-5	-5	24	-16
> NS(=O)(=O)c1ccc(N=Nc2c(O)c(C(=O)O)cc3ccccc23)cc1
 : 10	-15	23	0	1	i	6	-9	-5	5

Further structures
Every second line gives: GSK3 alpha inh	GSK3B inh	AI-2 QS modul	IEC-6 tox	HSP90 inh	PolyA inhibitor	HSF1 activator	HSF1 inhib	aSyn UTR inh	KLF5 inhibitor
> COC(=O)c1cn(-c2ccccc2)nc1-c1ccncc1
 : -1	-1	14	0	1	i	4	-9	1	-14
> Cc1ccc(S(=O)(=O)Nc2nc3ccccc3nc2NCc2ccco2)cc1
 : -2	1	18	2	-1	i	68*	44	-180	-7
> C=CCN1C(=O)/C(=C2/Sc3ccccc3N2CCCS(=O)(=O)O)SC1=S
 : 2	0	30	-6	-3	i	-11	3	-15	-9
> O=C(CSc1nc2ccccc2s1)Nc1nccs1
 : 2	-1	18	0	0	i	21	16	-11	-33
> COc1ccc(CCNC(=O)c2ccc3ccccc3n2)cc1OC
 : 2	2	4	2	-3	i	5	-7	7	-20
> Cc1nc2sccn2c(=O)c1S(=O)(=O)N1CCN(c2cccc(Cl)c2)CC1
 : -1	-1	16	4	-1	i	18	1	3	0
> COc1ccc(CCN=CC2=C(O)CCCC2=O)cc1OC
 : 0	0	86	1	1	i	2	-2	-9	-14
> CC(=O)N1c2ccc(S(=O)(=O)N3CCCCC3)cc2CC1C(=O)Nc1ccccc1C(F)(F)F (stereo unspecified)
 : -4	1	28	6	0	i	13	3	12	-42
> COc1cc(CC(=O)Nc2nc(C)cs2)cc(OC)c1OC
 : -2	0	-4	-3	1	i	9	-2	44	-4
> Cc1cc(C)nc(Nc2n[nH]c(-c3ccc(N)cc3)n2)n1
 : -1	-5	8	8	10	i	22	11	-140	-94
> COc1cc(CC(=O)OCC(=O)Nc2ccc([N+](=O)[O-])cc2)cc(OC)c1OC
 : -1	4	-59	3	1	i	-11	-3	19	-3
> O=C(CCn1c(=O)sc2ccccc21)NC1CCCCC1
 : 0	1	36	-1	-5	i	1	7	-43	-61
> COC(=O)C(C)N(C(=O)c1ccc(C(=O)c2ccccc2)cc1)c1c(C)cccc1C (stereo unspecified)
 : ·	2	22	-7	0	i	65*	23	-20	-15
> O=C(N/N=C/c1cccs1)c1cccc(S(=O)(=O)Nc2ccc(Cl)cc2)c1
 : -1	2	16	-1	1	i	-1	-3	-19	8
> CN1C=CC=C/C1=C1/SC(=S)N(Cc2ccccc2)C1=O
 : 0	18	12	-6	0	i	-9	-2	17	-19
> Cc1cccc2cc(/C=N/NC(=O)CN3CCOCC3)c(Cl)nc12
 : -2	4	4	6	1	i	5	-1	15	-15
> Cc1ccccc1C(=O)NNC(=O)c1cccn1C
 : -2	0	-4	·	·	·	20	-2	-20	·
> Cc1ccc(-n2nc(-c3ccco3)cc2C(=O)NCc2cccnc2)cc1
 : 2	-2	26	2	-3	i	-13	-3	49	-2
> Cc1cc(C)c(C(=O)COC(=O)Cn2cnnn2)cc1C
 : 0	-2	12	0	2	i	-6	-6	17	-22
> CC1(C)CC(=O)c2c(O)cc(OCC(=O)N3CCN(c4ccccc4)CC3)cc2O1
 : -1	-2	42	-6	1	i	-1	1	13	-6
> Cc1cccc(C)c1OCc1nnc(SCC(=O)NCCc2ccccc2)o1
 : -2	2	5	7	5	i	10	2	9	-13
> CC(=O)Nc1c(O)nc(SCC(=O)Nc2nnc(SCc3ccccc3)s2)[nH]c1=O
 : -1	4	22	-7	1	i	-3	0	5	-7
> COc1cc(/C=N/N=C2/NC(=O)C(Cc3ccc(F)cc3)S2)ccc1O (stereo unspecified)
 : 0	2	7	3	-2	i	36	5	-34	-4
